High-throughput results: PubChem BioAssay, Broad Institute
ERAP1 inh = human ERAP1 aminopeptidase inhibitors, primary screen, biochemical, single point, plate reader; recombinant ERAP1, Leu-AMC fluorescence, 60 min; 0.15% of 340,000 active; inhibition, % at 10.7 µM; Endoplasmic reticulum aminopeptidase 1 (Homo sapiens), Q9NZ08; AID 652197, 2013;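 active = mean replicate inhibition of at least 30%, or all replicates individually reaching that 30% level; inactive = mean below 30% and not every replicate reaching it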;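 also: 0% = neutral control wells and 100% = L-leucinethiol positive control wells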
Target sequence (Q9NZ08 whole entry, looked up): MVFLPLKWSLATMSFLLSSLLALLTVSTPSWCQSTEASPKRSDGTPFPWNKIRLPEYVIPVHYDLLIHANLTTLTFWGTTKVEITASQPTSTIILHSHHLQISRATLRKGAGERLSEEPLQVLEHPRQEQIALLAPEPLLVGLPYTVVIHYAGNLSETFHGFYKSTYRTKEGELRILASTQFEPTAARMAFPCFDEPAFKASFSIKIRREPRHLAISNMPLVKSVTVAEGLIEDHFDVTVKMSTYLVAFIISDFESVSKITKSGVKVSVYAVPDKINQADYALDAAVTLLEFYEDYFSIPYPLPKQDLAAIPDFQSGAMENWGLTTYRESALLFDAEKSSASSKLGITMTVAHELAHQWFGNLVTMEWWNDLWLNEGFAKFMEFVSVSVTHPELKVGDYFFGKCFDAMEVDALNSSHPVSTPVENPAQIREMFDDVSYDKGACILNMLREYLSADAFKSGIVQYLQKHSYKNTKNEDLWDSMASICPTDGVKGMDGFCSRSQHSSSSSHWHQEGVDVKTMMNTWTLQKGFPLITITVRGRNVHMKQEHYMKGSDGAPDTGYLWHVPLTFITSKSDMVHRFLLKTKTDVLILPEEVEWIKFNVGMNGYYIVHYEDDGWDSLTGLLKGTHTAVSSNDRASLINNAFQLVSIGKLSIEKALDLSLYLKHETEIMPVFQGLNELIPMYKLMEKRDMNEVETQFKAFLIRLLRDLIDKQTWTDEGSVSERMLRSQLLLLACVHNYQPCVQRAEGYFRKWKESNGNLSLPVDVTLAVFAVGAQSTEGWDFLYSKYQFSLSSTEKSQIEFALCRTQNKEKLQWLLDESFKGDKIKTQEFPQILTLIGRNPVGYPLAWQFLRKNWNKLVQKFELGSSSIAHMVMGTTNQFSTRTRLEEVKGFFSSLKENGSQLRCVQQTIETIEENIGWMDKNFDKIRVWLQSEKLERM
PAX8 reporter = inhibitors of PAX8-driven TPO luciferase reporter, primary screen, RMG-I cells, single concentration. inhibition, % at 12.6 µM. 1.2% of 360,000 active. SteadyGlo, 24 h;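 active = mean replicate inhibition at least 60% with every replicate also reaching 60%; inconclusive = only one of the two criteria is met; inactive = mean below 60% and not all replicates reaching 60%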;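 also: luciferase light reporting Pax8 driven TPO promoter activity; plate controls were median of neutral control wells for no effect and mitoxantrone controls for full effect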
PglD inh = C. jejuni PglD acetyltransferase inhibitors, primary screen, biochemical, DTNB colorimetric, single point; 0.098% of 360,000 active; UDP-N-acetylbacillosamine N-acetyltransferase PglD (Campylobacter jejuni); inhibition, % at 12.5 µM; purified PglD enzyme, DTNB colorimetric CoA detection; AID 602405, 2012; in the data active = inhibition above about 16%, passing the limit was not always enough; inconclusive = no clear call, values can overlap the other calls; also: strong numbers were not always called active
LGR2 inh = inhibitors of bursicon-induced LGR2 CRE-luciferase signal, primary screen, cell-based, HEK293, CRE-luciferase reporter, bursicon stimulation | Drosophila bursicon receptor LGR2 (rickets) | bursicon-stimulated, 4 h | inhibition, % at 9.99 µM | 0.35% of 380,000 active;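 active = drop in luminescence signal, shown as inhibition above about 50% in the replicate tests, limit read from the data, passing the limit was not always enough; inconclusive = probably only some replicates passing the limit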;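 also: agonist challenge used bursicon conditioned medium at about half maximal strength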
S100A4 inh HTS = inhibitors of S100A4-myosin IIA peptide binding, primary screen, biochemical, fluorescence polarization, TAMRA-MyoIIA peptide | 0.14% of 360,000 active | Protein S100-A4 (Homo sapiens), P26447 | inhibition, % at 10.7 µM;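 active = mean inhibition of at least 70% across replicates, with every replicate also reaching that level; inconclusive = mean inhibition reaches 70% but some replicates fall short; inactive = mean inhibition below 70%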
Target sequence (P26447 whole entry, looked up): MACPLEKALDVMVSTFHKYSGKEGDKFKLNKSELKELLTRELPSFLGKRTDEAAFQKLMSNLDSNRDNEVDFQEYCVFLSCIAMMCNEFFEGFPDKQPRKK
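Test system: S100A4 monomer protein. Medium: HEPES buffer with Ca2+, pH 7.2. Reagent: fluorescent myosin IIA peptide, 5 nM. Compound dosing: single-point compound testing. Timing: 5 min between mix addition and reading. Benchmarks: DMSO neutral and TFP positive wells.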
PGC1a acetyl inh = inhibitors of PGC1a acetylation signal, primary screen, cell-based, U2OS, AlphaScreen, inhibitor mode; inhibition, % at 15.6 µM; 0.17% of 350,000 active; AlphaScreen anti-acetyl-lysine; with virally co-expressed GCN5 acetyltransferase;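 active = every replicate shows inhibition of at least 40%; inconclusive = mean inhibition at least 40% but some replicate below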;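 also: 0% = neutral control wells and 100% = positive control wells; some results beyond the cut were filed as inactive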
EWS-Fli block = EWS/Fli-driven NR0B1 reporter inhibitors, primary screen, A673 cells, NR0B1 luciferase, luminescence, MLPCN library; viability-normalised; inhibition, % at 12.6 µM; 0.67% of 350,000 active;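 active = mean inhibition of at least 50% after viability correction, with every replicate also passing that limit; inconclusive = mean reaches 50% but only one of two replicates passes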;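 also: firefly luciferase signal divided by Alamar Blue viability fluorescence both relative to DMSO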
FN deposit inh = inhibitors of fibronectin matrix deposition, primary screen, AH1F cells, Alexa488-fibronectin fluorescence, plate reader. inhibition, % at 12.6 µM. AH1F fibroblasts, overnight. 0.086% of 350,000 active;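 active = mean inhibition across replicates of 30% or more, regardless of how many single replicates reach that level; inconclusive = mean under 30% yet at least half of replicates reach 30%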;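 also: positive control wells lacked labelled fibronectin entirely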
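Assay system: AH1F fibroblast monolayer, labelled fibronectin deposition. Amount: 10000 cells per well. Also added: labelled fibronectin 24 nM. Compound: single-point pinned compound. Incubation: cell attachment 1 h, compound and FN exposure overnight. Detection: fluorescence after three HBSS washes, excitation 485 nm, emission 525 nm. Read-out: inhibition of fibronectin deposition signal.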
Starred values were filed as active, the others as inactive; ? = inconclusive; . = no result given; & = joins results of further samples; ! = a repeat was not active.

SMILES	ERAP1 inh	PAX8 reporter	PglD inh	LGR2 inh	S100A4 inh HTS	PGC1a acetyl inh	EWS-Fli block	FN deposit inh
CC(C)NC(=O)Nc1ccc2c(c1)C(=O)N([C@H](C)CO)C[C@@H](C)[C@H](CN(C)C(=O)C1CCCCC1)OCCCC[C@H](C)O2	.	-6	.	2	.	6	5	-6
O=C(C[C@@H]1C[C@@H]2c3cc(NC(=O)NC4CCCC4)ccc3O[C@@H]2[C@@H](CO)O1)NCc1ccc2c(c1)OCO2	0	-15	2	-11	0	16	-2	.
CN(Cc1cccnc1)C(=O)c1ccc2nc(Cc3ccccc3F)oc2c1	2	-47	4	-21	10	8	-64	-3
O=C(O)c1nc(N2CCCC2)ncc1Cl	-2	.	-4	-1	-5	6	-12	.
O=C(O)c1nccnc1C(=O)NCc1csc2ccc(Cl)cc12	1	8	0	5	-3	10	2	2
NC(=O)NC(CC(=O)OCC(=O)Nc1nnc(-c2ccccc2)o1)c1ccc(Cl)cc1 (centres undefined)	1	-18	2	4	-2	-8	0	-1
O=S1(=O)N=C(N(CCO)/N=C/c2ccc(Cl)cc2)c2ccccc21	2	-5	-3	-5	0	7	6	0
O=C(Nc1ccccc1)C1=C[C@H](c2ccc(C(F)(F)F)cc2)C[C@H](OCCCCO)O1	2&-4	87*!	1&-3	-15	-1&7	3	-89&-58	-6
Clc1ccc(C[n+]2cc(-c3ccc(Cl)cc3)n3c2CCC3)cc1	-3	16	.	-7	-3	0	-13	2
CCOc1ccc(OCC)c(NC(=O)CCSCCc2ccccn2)c1	-2	-6	-2	5	-5	-4	-11	-5
Cc1occc1C(=O)NN1C(=O)C2C3CCC(O3)C2C1=O (centres undefined)	1	32	.	9	-2	-3	8	4
CC(C)COc1ccc(C(=O)N/C(=C\c2cccc([N+](=O)[O-])c2)C(=O)O)cc1	-4	-26	1	13	4	-12	2	8
COc1ccc(OC)c(/C=C2\SC(=S)N(NS(=O)(=O)c3ccc(C)cc3)C2=O)c1	2	4	.	12	26	.	1	-3
COc1ccc(NC(=O)N2CCCCN3[C@@H](CO)[C@@H](c4ccc(C5=CCCC5)cc4)[C@@H]3C2)cc1	4	82*	9	.	3	-49	4	.
Cc1ccc(S(=O)(=O)N2C[C@H](O)COC[C@H]3O[C@H](CC(=O)NCc4ccc(Cl)c(Cl)c4)CC[C@@H]32)cc1	2	43	-1	-8	1	4	-2	-2
CCOC(=O)C1(Cc2ccccc2C)CCCN(C(=O)c2ccc(OC)o2)C1 (centres undefined)	2	-1	-1	4	6	.	.	.
O=S1(=O)N[C@H](Cc2ccccc2)COc2cccc(NCCO)c21	-2	-28	.	-15	-1	.	-10	7
COc1ccc(CNC(=O)C2CCCN(S(=O)(=O)c3ccc(-n4cnnn4)cc3)C2)cc1 (centres undefined)	-4	-5	-3	1	-7	-4	0	3
COc1cccc(NC(=O)N2CCc3nc(NCc4cccc(Oc5ccccc5)c4)ncc3C2)c1	0	19	4	.	1	-5	41	17
COc1cccc(NC(=O)N(C)C[C@H]2Oc3cc(C#Cc4ccccc4)ccc3S(=O)(=O)N([C@@H](C)CO)C[C@H]2C)c1	.	12	-3	6	.	5	21	-9

Arranged by length of the SMILES (highest first): 4 of the compounds above
SMILES	ERAP1 inh	PAX8 reporter	PglD inh	LGR2 inh	S100A4 inh HTS	PGC1a acetyl inh	EWS-Fli block	FN deposit inh
COc1cccc(NC(=O)N(C)C[C@H]2Oc3cc(C#Cc4ccccc4)ccc3S(=O)(=O)N([C@@H](C)CO)C[C@H]2C)c1	.	12	-3	6	.	5	21	-9
CC(C)COc1ccc(C(=O)N/C(=C\c2cccc([N+](=O)[O-])c2)C(=O)O)cc1	-4	-26	1	13	4	-12	2	8
COc1cccc(NC(=O)N2CCc3nc(NCc4cccc(Oc5ccccc5)c4)ncc3C2)c1	0	19	4	.	1	-5	41	17
CCOC(=O)C1(Cc2ccccc2C)CCCN(C(=O)c2ccc(OC)o2)C1 (centres undefined)	2	-1	-1	4	6	.	.	.

Next results follow.
SMILES	ERAP1 inh	PAX8 reporter	PglD inh	LGR2 inh	S100A4 inh HTS	PGC1a acetyl inh	EWS-Fli block	FN deposit inh
Cc1cc(C(=O)OCC(=O)c2cccs2)c2ccccc2n1	0	-9	.	-9	-1	1	8	1
Cc1cccc(NC(=O)CCC(=O)Nc2nnc(C3CCCCC3)s2)c1	0	-10	8	1	2	-4	4	4
Cc1noc(C)c1NC(=O)Nc1ccc2c(c1)C(=O)N([C@@H](C)CO)C[C@H](C)[C@@H](CN(C)Cc1ccncc1)OCCCC[C@@H](C)O2	0	19	-1	-17	-16	14	-5	.
O=C1C(O)CCN1Cc1ccccc1 (centres undefined)	0	2	-1	-12	8	-9	-2	-3
CO[C@H]1CC[C@@H]2CCOc3ccc(C#N)cc3C(=O)N(C)CCCC(=O)N(C)C[C@@H]1O2	2	-21	3	-6	7	.	-8	-1
COC[C@H]1CCCN1c1ccc2c(c1)O[C@@H](COCc1ccccc1)CN([C@H](C)c1ccccc1)S2(=O)=O	.	-7	.	-1	-3	.	8	6
COc1cc(OC)c(OC)cc1/C=N/Nc1ccc(Cl)nn1	3	0	7	3	-4	-2	10	0
C[C@@H]1CN([C@H](C)CO)C(=O)Cc2cc(NC(=O)Cc3ccccc3)ccc2O[C@@H]1CN(C)C(=O)Nc1ccccc1	-1	6	0	-13	-6	8	-9	.
Cc1cccc(NC(=O)C2(c3ccccc3)CCOCC2)c1	-4	6	.	27	6	-1	-2	-5
Cc1cc2ccccc2n2c(SCC(=O)N3CCc4ccccc4C3)nnc12	.	22	-2	.	.	1	.	-19
O=C(c1ccccc1)c1ccc(COC(=O)c2cnccn2)cc1	-1	6	.	1	1	-3	-11	-4
CCOc1ccc(NC(=S)N2CCC(C(=O)c3ccc(F)cc3)CC2)cc1	-2	-26	-1	-9	4	-12	7	-2
O=C1[C@H]2CCC=C[C@H]2[C@H](c2ccccc2Br)N1Cc1ccccc1	.	14	-5	20	-2	-9	-5	.
COc1ccccc1-n1c(SC(C)C(=O)NCC2CCCO2)nc2cc(Cl)ccc2c1=O (centres undefined)	2	27	.	16	1	.	-1	-4
COc1cccc(CN(C)S(=O)(=O)c2c(C)noc2C)c1OC	3	4	-1	5	-13	-10	-6	-3
Cc1noc(C)c1S(=O)(=O)N(C)C[C@@H]1Oc2ccc(NC(=O)Cc3ccccc3)cc2CC(=O)N([C@@H](C)CO)C[C@@H]1C	.	-11	2	-5	.	-3	-4	.
CCOC(=O)c1[nH]c2ccccc2c1NC(=O)CC(C)C	2	30	-1	5	1	-7	6	-2
CC1=Nc2ccccc2N=C(NC(=O)c2ccccc2)C1c1ccc(Cl)cc1 (centres undefined)	6	-9	10	-7	-2	-3	-5	-6
COc1cccc(S(=O)(=O)N2CC[C@@H]3[C@H]2c2cc(C#Cc4cccnc4)ccc2N[C@@H]3CO)c1	-1	10	1	18	6	0	3	20
COc1ccc2c(CC(=O)OCC(=O)Nc3ccc(C)cc3)coc2c1	2	-4	5	14	-8	4	3	3
Cc1ccc(NC(=O)CSc2nnnn2C)cc1S(=O)(=O)N(C)C	7	-13	.	7	-3	.	0	0
CO[C@H]1CN(C)C(=O)c2cc(NC(=O)NC(C)C)ccc2OC[C@@H](C)N(CCC(F)(F)F)C[C@@H]1C	.	-4	4	-6	.	1	3	.
COc1ccc(C2(C)NC(=O)N(CC(=O)NC3CC3)C2=O)cc1 (centres undefined)	-2	7	-2	-2	1	8	2	-2
CN(c1ccccc1)S(=O)(=O)c1ccc(C(=O)N2CCc3ccccc3C2)cc1	-9	21	0	-8	-3	-2	-5	-8
O=C(Nc1ccc2ccccc2n1)Nc1cccs1	.	-41	1	-20	4	-9	-32	0
CCc1ccc(NC(=O)/C(C#N)=C/c2cc3ccc(C)cc3nc2N2CCOCC2)cc1	7	20	.	-22	-1	.	11	-6
O=C(CSc1nnc(NCc2ccccc2)s1)NC1CCS(=O)(=O)C1 (centres undefined)	.	-2	3	3	-2	-3	1	7
c1ccc(N=Nc2ccc(C3=NCCO3)cc2)cc1	-2	-44	.	81*	-1	1	43	-9
COCCC(=O)N1CCC(Oc2ccc(C(=O)N(C)Cc3cc(C)no3)cc2)CC1	-5	2	1	0	2	.	.	2
O=[N+]([O-])c1cc(Oc2cccnc2)cc([N+](=O)[O-])c1	1	-1	.	5	-2	.	1	-6
Cc1ccc(C(=O)N/N=C/c2cc(Br)ccc2O)cn1	-1	44	0	4	0	.	0	12
CC(=O)N[C@@H](CC(=O)N[C@H](CCC(=O)O)C(=O)O)C(=O)O	-1	-23	1	.	17	-2	3	1
O=C(Nc1ccc2c(c1)OCO2)C1CCCN(c2nc3ccccc3s2)C1 (centres undefined)	3	.	6	14	3	-1	-6	.
C[C@@H]1CN([C@@H](C)CO)S(=O)(=O)c2ccc(C3=CCCC3)cc2O[C@@H]1CN(C)Cc1ccccn1	1	-5	0	-25	6	21	5	-6
COc1ccc(S(=O)(=O)Nc2ccc3c(c2)C(=O)N([C@@H](C)CO)C[C@H](C)[C@H](CN(C)C(=O)Nc2ccccc2)O3)cc1	1	10	3	2	21	2	4	.
CC(=O)N(C)c1ccc(NC(=O)CCN2C(=O)c3ccccc3C2=O)cc1	0	-14	-9	8	2	2	9	8
Cc1ccccc1CSc1nnc([C@@H]2CCCN2)o1	-1	-42	.	4	11	-10	1	-8
CCCCn1c(CCC(=O)O)ccc1-c1cccs1	-1	1	3	-11	0	9	0	-2
O=C(C[C@H]1CC[C@@H]2NC[C@H](O)COC[C@H]2O1)NCCc1ccccc1	-2	-6	8	-2	-14	3	8	-5
O=[N+]([O-])c1ccc(Oc2cc(NC3CCCCCCC3)c([N+](=O)[O-])cc2[N+](=O)[O-])cc1	-2	8	-6	4	-1	-6	4	-12
O=C1NC2(CCCCC2)C(=O)N1c1ccccc1	.	-7	-4	.	.	3	.	-6
CCOc1ccc(NC(=O)CN(C)C(=O)C2CC(=O)N(Cc3ccco3)C2)cc1OCC (centres undefined)	3	10	8	-11	-1	6	4	5
C/C=C/c1ccc([C@@H]2[C@H](CN(C)S(C)(=O)=O)N[C@@H]2CO)cc1	-2	.	.	-30	-11	.	-3	-14
c1ccc(COc2cccc(-c3cc4nc(NCc5cccs5)ccn4n3)c2)cc1	1	-40	6	-36	-7	-2	-30	-1
O=C(O)c1ccc(Nc2nc3c(s2)CCCC3)cc1	7	67*	.	?	0	0	67*	-9
CCOc1ccc(CN(C)Cc2cc(=O)oc3c(C)c(C)ccc23)cc1OC	2	17	-5	.	-3	8	1	-4
COc1cccc(-c2ccc([C@H]3[C@@H](CO)N4C(=O)CN(C(=O)c5cccnc5)C[C@H]34)cc2)c1	-8	-10	.	4	44	0	-2	17
Cc1noc(C)c1NC(=O)N(C)C[C@H]1Oc2c(NS(=O)(=O)c3ccc(F)cc3)cccc2C(=O)N([C@@H](C)CO)C[C@@H]1C	3	-9	1	4	8	5	-1	.
